HCV core dimer: HCV core protein dimerization inhibition. TR-FRET GST/Flag-core106 dimerization, 1536-well. inhibition, % at 5 µM. 300,000 tested, 0.33% active;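 active means inhibition above the mean of all tested compounds plus 3 SD, set per screening campaign, cut at about 45% in these data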
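Material: GST/Flag-tagged HCV core106 proteins. Incubation: 4 h, 22.5 °C incubation. Read-out basis: inhibition (%) from 671 over 617 nm ratio. Measured by: TR-FRET, excitation 340 nm, emission 617 and 671 nm.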
PP1 inh: blocks human PP1-alpha phosphatase, a PP5 counter-screen; P62136; inhibition, % at 6.7 µM; 320,000 tested, 0.9% active; AID 2235; purified PP1alpha, OMFP fluorescence;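 active means inhibition above the mean inhibition of all tested compounds plus 3 SD, computed separately for each screening campaign, cut at about 15% in these data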
TPT1 inhibitor: inhibitors of Candida albicans tRNA 2'-phosphotransferase TPT1. recombinant caTPT1, FP RNA substrate dephosphorylation. inhibition, % at 5 µM. 300,000 tested, 0.81% active. AID 1962;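 active means inhibition above the mean of all tested compounds plus 3 SD, set per screening campaign, cut at about 24% in these data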;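 further: plate controls were DMSO alone for no effect and ferristatin control at 100 nM for full effect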
procasp3 activ: activates human procaspase-3; P42574; recombinant procaspase-3 D3A, Ac-DEVD-pNA absorbance 405 nm; activation, % at 8.5 µM; 330,000 tested, 0.11% active; AID 463141;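 active means activation above the mean of all tested compounds plus 3 SD, cut at about 21% in these data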;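 further: 0% = DMSO alone and 100% = DMSO wells spiked with extra 5 µM PC-3 D3A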
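Assay system: Autoprocessing-dead procaspase-3 D3A mutant enzyme; also added: Ac-DEVD-pNA; doses: one concentration, 8.5 µM nominal, 0.8% DMSO; times: 1 h compound preincubation, 2 h substrate hydrolysis at 25 °C; technique: 405 nm absorbance of p-nitroaniline, reads at 0 and 120 min; measure: % activation between DMSO and enzyme-spiked controls; repeats: single replicate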
CTSL1 counter: counter-screen for PFM18AAP inhibitors: inhibitors of F. hepatica cathepsin L1. recombinant F. hepatica cathepsin L1, Z-Leu-Arg-MCA fluorescence. inhibition, % at 5.96 µM. 300,000 tested, 0.49% active. AID 1906;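 active means inhibition above the mean of all tested compounds plus 3 SD, set per screening campaign, cut at about 17% in these data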;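 further: 0% = plate median of test compound wells and 100% = 1 µM Z-Phe-Ala-diazomethylketone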
Efflux pump mplx: inhibitors of Candida antifungal efflux pumps expressed in yeast; S. cerevisiae Candida pump triplex, Nile Red efflux; 330,000 tested, 0.44% active; AID 485275; inhibition, % at 10 µM;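 active means plate passing quality check with inhibition over a set limit, or well fluorescence over plate mean plus 4 SD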;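 further: Nile Red retained in pooled yeast measured as flow cytometry median fluorescence; 0% = buffer negative control and 100% = Enniatin B positive control; higher means more Nile Red kept so more efflux inhibition; some compounds called inactive have numbers as strong as hits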
proCasp7 act: counter-screen: procaspase-7 (human) activation | P55210 | recombinant procaspase-7, Ac-DEVD-pNA absorbance 405 nm; D23A/D198A/D206A triple mutant, cannot self-cleave; scale: DMSO 0, 5 µM enzyme 100 | activation, % at 8.5 µM | 330,000 tested, 0.093% active;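 active means percent activation above the screen-wide mean plus 3 SD, cut at about 25% in these data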
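signal = Epi-absorbance of released pNA at 405 nm, two timepoints | assay system = Uncleavable procaspase-7 mutant enzyme | reagent = Ac-DEVD-pNA substrate, 400 µM as added | times = 1 h enzyme–compound preincubation and 2 h substrate reaction, both 25 °C | benchmarks = low DMSO alone, high DMSO plus 5 µM PC-7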
PP5 primary: blocks human protein phosphatase 5 activity. P53041. purified PP5c, OMFP substrate fluorescence. inhibition, % at 6.7 µM. 320,000 tested, 0.18% active. AID 1987;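 active means inhibition above the campaign's mean inhibition across all tested compounds plus 3 SD, cut at about 9.5% in these data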;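 further: 0% = DMSO only and 100% = 100 µM cantharidin control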
Target sequence (P53041 whole entry, looked up): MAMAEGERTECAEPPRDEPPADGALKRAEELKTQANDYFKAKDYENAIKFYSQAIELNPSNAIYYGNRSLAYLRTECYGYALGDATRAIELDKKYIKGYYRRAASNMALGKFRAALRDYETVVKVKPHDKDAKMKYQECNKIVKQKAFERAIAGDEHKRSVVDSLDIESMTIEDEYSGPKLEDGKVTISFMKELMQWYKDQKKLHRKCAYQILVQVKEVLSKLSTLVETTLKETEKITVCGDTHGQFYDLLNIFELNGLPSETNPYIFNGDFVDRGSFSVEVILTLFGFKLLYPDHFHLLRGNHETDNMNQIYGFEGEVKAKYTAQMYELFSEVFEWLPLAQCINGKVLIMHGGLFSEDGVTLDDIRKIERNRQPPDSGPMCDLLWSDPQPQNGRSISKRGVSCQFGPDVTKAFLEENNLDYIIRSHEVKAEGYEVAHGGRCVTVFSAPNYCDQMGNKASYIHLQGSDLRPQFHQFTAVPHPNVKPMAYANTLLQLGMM
GASC-1 inh: inhibitors of human GASC-1 (JMJD2C) demethylase; Q9H3R0; GST-JMJD2C(1-420) H3K9me3 demethylation, DELFIA europium; inhibition, % at 2.35 µM; 330,000 tested, 0.069% active; AID 2099;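 active means more than half of a compound's replicate wells show inhibition beyond 50%, single wells judged on their own value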;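 further: signal counts dimethyl H3K9 product captured on neutravidin plate; 0% = median of DMSO wells and 100% = 0.3 times that DMSO median; strong numbers were not always called active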
Target sequence (Q9H3R0 1-420 limits assumed): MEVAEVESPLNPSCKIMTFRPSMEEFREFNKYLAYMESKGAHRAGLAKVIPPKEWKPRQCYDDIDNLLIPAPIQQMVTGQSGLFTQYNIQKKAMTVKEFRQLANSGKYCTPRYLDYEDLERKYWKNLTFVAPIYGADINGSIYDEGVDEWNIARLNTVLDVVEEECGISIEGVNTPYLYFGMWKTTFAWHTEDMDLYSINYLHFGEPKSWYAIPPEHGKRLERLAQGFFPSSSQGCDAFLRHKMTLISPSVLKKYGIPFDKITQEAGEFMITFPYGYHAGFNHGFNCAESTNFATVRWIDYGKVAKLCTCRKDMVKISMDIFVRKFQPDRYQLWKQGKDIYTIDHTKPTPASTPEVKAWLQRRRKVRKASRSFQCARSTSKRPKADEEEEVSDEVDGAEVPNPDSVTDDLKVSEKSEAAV
The depositor's hits bear a star. The order is random. Share with any hit: about 2.9%.

For COc1ccc(C(=O)CSc2nnc(-c3cc(C)cc(C)c3)o2)cc1 the results were HCV core dimer 6, PP1 inh -1, TPT1 inhibitor -2, procasp3 activ 12, CTSL1 counter -3, Efflux pump mplx 0.0, proCasp7 act -1, PP5 primary 1.5 and GASC-1 inh 1.
For CCCSc1ccc([C@@H]2[C@H]3C(=O)N(CC)C(=O)[C@H]3[C@]3(C(=O)OC)CCCN23)cc1 the results were HCV core dimer -5, PP1 inh -2, TPT1 inhibitor 1, procasp3 activ -3, CTSL1 counter -3, Efflux pump mplx 0.0, proCasp7 act -17, PP5 primary -6.2 and GASC-1 inh 2.
`COC(=O)CCCC1=CC2=CC(=O)C(C)(OC(=O)C3CCCC3)C(=O)C2=CO1` (stereo unspecified) gave HCV core dimer 64*, PP1 inh 4, TPT1 inhibitor 2, procasp3 activ -6, CTSL1 counter -2, Efflux pump mplx -0.1, proCasp7 act 7, PP5 primary -1.1 and GASC-1 inh 26.
COc1cccc(CN(C)C(=O)c2ccc(COc3ccc(Cl)cc3)cc2)c1OC was read as HCV core dimer -5, PP1 inh 7, TPT1 inhibitor -4, procasp3 activ 1, CTSL1 counter 0, Efflux pump mplx 0.1, proCasp7 act -13, PP5 primary 1.5 and GASC-1 inh 0.
Screening O=C(CN1CCN(Cc2ccccc2)CC1)N/N=C/c1cccs1 returned HCV core dimer -9, PP1 inh 0, TPT1 inhibitor 0, procasp3 activ 3, CTSL1 counter -6, Efflux pump mplx 0.1, proCasp7 act 1, PP5 primary 3.2 and GASC-1 inh 9.
Screening Cc1cccc(OCC(=O)NCCCNC(=O)c2ccc(C)nc2)c1 returned HCV core dimer -21, PP1 inh 3, TPT1 inhibitor -1, procasp3 activ 4, CTSL1 counter 0, Efflux pump mplx 0.1, proCasp7 act -9, PP5 primary 3.1 and GASC-1 inh 3.
Cc1ccc(NC(=O)CSc2nnc(-c3cccnc3)s2)cc1 was read as HCV core dimer -10, PP1 inh -1, TPT1 inhibitor 2, procasp3 activ -6, CTSL1 counter 0, Efflux pump mplx 0.0, proCasp7 act 5, PP5 primary -1.9 and GASC-1 inh -20.
`CC(Oc1cccc(Cl)c1)C(=O)Nc1nc(-c2ccccn2)cs1` (stereo unspecified) gave HCV core dimer 13, PP1 inh 30*, TPT1 inhibitor 5, procasp3 activ 1, CTSL1 counter -1, Efflux pump mplx 0.1, proCasp7 act -7, PP5 primary 7.1 and GASC-1 inh -4.
For Cc1ccc(OC(C)C(=O)Nc2ccncc2)cc1C (stereo unspecified) the results were HCV core dimer -4, PP1 inh 0, TPT1 inhibitor -1, procasp3 activ 7, CTSL1 counter -4, Efflux pump mplx 0.0, proCasp7 act 22, PP5 primary 2.8 and GASC-1 inh 0.
Screening CCCCn1c(N)c(C(=S)NC(=O)CC(C)(C)C)c(=O)n(C)c1=O returned HCV core dimer 10, PP1 inh 8, TPT1 inhibitor -2, procasp3 activ -1, CTSL1 counter 1, Efflux pump mplx 0.0, proCasp7 act 1, PP5 primary 1.2 and GASC-1 inh 1.
O=C(CCN1CCC(c2cccs2)=N1)c1cccs1 was read as HCV core dimer -3, PP1 inh 1, TPT1 inhibitor 28*, procasp3 activ -31, CTSL1 counter 8, Efflux pump mplx 0.1, proCasp7 act -25, PP5 primary 2.4 and GASC-1 inh 7.
O=C(CSc1nnc(CNc2ccc(F)cc2)n1Cc1ccco1)N1CCOCC1 was read as HCV core dimer -4, PP1 inh -2, TPT1 inhibitor 1, procasp3 activ 0, CTSL1 counter 0, Efflux pump mplx -0.2, proCasp7 act 0, PP5 primary 0.5 and GASC-1 inh -2.
O=C(O)c1cc(O)ccc1NC(=O)c1cccc2ccccc12 was read as HCV core dimer 1, PP1 inh -1, TPT1 inhibitor -1, procasp3 activ -1, CTSL1 counter -2, Efflux pump mplx 0.0, proCasp7 act -4, PP5 primary -1.6 and GASC-1 inh 7.
`O=C(c1ccc(S(=O)(=O)N2CCc3ccccc3C2)cc1)N1CCCCC1` gave HCV core dimer 0, PP1 inh 0, TPT1 inhibitor -1, procasp3 activ -5, CTSL1 counter -2, Efflux pump mplx -0.2, proCasp7 act 1, PP5 primary 4.9 and GASC-1 inh 11.
Cc1ccccc1NC(=O)C(=O)NCC1CCCN1S(=O)(=O)c1cccs1 (stereo unspecified) was read as HCV core dimer 1, PP1 inh -2, TPT1 inhibitor -1, procasp3 activ 5, CTSL1 counter 3, Efflux pump mplx -0.1, proCasp7 act -1, PP5 primary 2.4 and GASC-1 inh -1.
For Cc1ccc(C(=O)OCC(=O)NCCc2ccc(F)cc2)cc1S(=O)(=O)N1CCOCC1 the results were procasp3 activ 0, Efflux pump mplx 0.0, proCasp7 act 14 and GASC-1 inh -8.
`CC(/C=N\NC(=O)c1ccc2c(c1)OCO2)c1ccccc1` (stereo unspecified) gave HCV core dimer -9, PP1 inh -2, TPT1 inhibitor -8, procasp3 activ 3, CTSL1 counter 1, Efflux pump mplx -0.1, proCasp7 act -9, PP5 primary 2.0 and GASC-1 inh 5.
`Cn1c(-c2ccccc2)nc2cnccc21` gave HCV core dimer -2, PP1 inh 1, TPT1 inhibitor -2, procasp3 activ 5, CTSL1 counter 1, Efflux pump mplx 0.0, proCasp7 act 4, PP5 primary 1.1 and GASC-1 inh -3.
Screening CC(Oc1ccccc1)C(=O)Nc1ccccc1F (stereo unspecified) returned HCV core dimer 7, PP1 inh -4, TPT1 inhibitor -1, procasp3 activ 2, CTSL1 counter -3, Efflux pump mplx 0.0, proCasp7 act -9, PP5 primary 2.4 and GASC-1 inh 0.
C=CCOC(Cn1ccnc1)c1ccc(Cl)cc1Cl (stereo unspecified) was read as PP1 inh 7, procasp3 activ 6, Efflux pump mplx 0.6, proCasp7 act -8, PP5 primary 2.9 and GASC-1 inh -24.
Screening Cc1ccc2c(c1)cc(CN(Cc1ccco1)S(=O)(=O)c1ccccc1)c1nnnn12 returned HCV core dimer 0, PP1 inh 1, TPT1 inhibitor 1, procasp3 activ 3, CTSL1 counter -3, Efflux pump mplx 0.2, proCasp7 act -7, PP5 primary 1.8 and GASC-1 inh 6.
c1ccc(CCN2CN=C(Nc3nc4ccccc4o3)NC2)cc1 was read as HCV core dimer -1, PP1 inh 1, TPT1 inhibitor -2, procasp3 activ 1, CTSL1 counter 6, Efflux pump mplx -0.1, proCasp7 act 8, PP5 primary 0.3 and GASC-1 inh 56.
For c1coc(CNc2ncnc3c2oc2ccccc23)c1 the results were HCV core dimer -1, PP1 inh -2, TPT1 inhibitor 0, procasp3 activ -1, CTSL1 counter 1, Efflux pump mplx 0.1, proCasp7 act -7, PP5 primary 1.7 and GASC-1 inh -4.
CC(=O)Oc1cccc(N2C(=O)c3ccc(C(=O)Nc4c[nH]c(=O)[nH]c4=O)cc3C2=O)c1 was read as HCV core dimer -5, PP1 inh -8, TPT1 inhibitor -3, procasp3 activ 0, CTSL1 counter -26, Efflux pump mplx 0.1, proCasp7 act 4, PP5 primary 3.7 and GASC-1 inh 8.

Fetched by structure from above, two records:
`CC(/C=N\NC(=O)c1ccc2c(c1)OCO2)c1ccccc1` (stereo unspecified) gave HCV core dimer -9, PP1 inh -2, TPT1 inhibitor -8, procasp3 activ 3, CTSL1 counter 1, Efflux pump mplx -0.1, proCasp7 act -9, PP5 primary 2.0 and GASC-1 inh 5.
C=CCOC(Cn1ccnc1)c1ccc(Cl)cc1Cl (stereo unspecified) was read as PP1 inh 7, procasp3 activ 6, Efflux pump mplx 0.6, proCasp7 act -8, PP5 primary 2.9 and GASC-1 inh -24.

Later entries:
Screening CC12CC(c3ccccc3O1)N(C(=O)c1ccco1)C(=S)N2c1ccc(F)cc1 (stereo unspecified) returned HCV core dimer 8, PP1 inh 3, TPT1 inhibitor -3, procasp3 activ 7, CTSL1 counter 1, Efflux pump mplx -0.1, proCasp7 act -5, PP5 primary 2.8 and GASC-1 inh 10.
COCCN1C(=O)c2ccccc2C(C(=O)NCCN(C)C)C1c1ccc(F)cc1 (stereo unspecified) was read as HCV core dimer -5, PP1 inh -2, TPT1 inhibitor -1, procasp3 activ -1, CTSL1 counter 3, Efflux pump mplx -0.1, proCasp7 act 9, PP5 primary -1.1 and GASC-1 inh 13.
Cc1ccccc1CC1(CO)CCCN(Cc2c(C)nn(C)c2Cl)C1 (stereo unspecified) was read as HCV core dimer -3, PP1 inh -8, TPT1 inhibitor 0, procasp3 activ 3, CTSL1 counter 1, Efflux pump mplx -0.1, proCasp7 act 0, PP5 primary 2.4 and GASC-1 inh 6.
Screening Cc1ccc(NC(=O)N2CCCC2)cc1Cl returned HCV core dimer 9, PP1 inh 0, TPT1 inhibitor -3, procasp3 activ 1, CTSL1 counter 1, Efflux pump mplx 0.0, proCasp7 act 6, PP5 primary -0.9 and GASC-1 inh 0.
COc1cc(CCC(=O)OCc2nnc(-c3ccccc3)o2)cc(OC)c1OC was read as HCV core dimer 3, PP1 inh 1, TPT1 inhibitor 2, procasp3 activ 0, CTSL1 counter -4, Efflux pump mplx 0.1, proCasp7 act 3, PP5 primary 0.5 and GASC-1 inh 6.
For CN1C(=O)/C(=C/c2ccc(OCc3ccc(F)cc3)cc2)NC1=S the results were HCV core dimer -14, PP1 inh 0, TPT1 inhibitor 0, procasp3 activ -2, CTSL1 counter 0, Efflux pump mplx 0.0, proCasp7 act 0, PP5 primary 0.7 and GASC-1 inh 9.
`Cn1c(=O)oc2cc(S(=O)(=O)NCCC(=O)N3CCN(c4ccccc4F)CC3)ccc21` gave HCV core dimer 10, PP1 inh 0, TPT1 inhibitor -2, procasp3 activ 12, CTSL1 counter -2, Efflux pump mplx -0.1, proCasp7 act 8, PP5 primary 0.8 and GASC-1 inh -7.

For reference, 3 of the compounds above.
Screening Cc1ccc(NC(=O)N2CCCC2)cc1Cl returned HCV core dimer 9, PP1 inh 0, TPT1 inhibitor -3, procasp3 activ 1, CTSL1 counter 1, Efflux pump mplx 0.0, proCasp7 act 6, PP5 primary -0.9 and GASC-1 inh 0.
COc1cc(CCC(=O)OCc2nnc(-c3ccccc3)o2)cc(OC)c1OC was read as HCV core dimer 3, PP1 inh 1, TPT1 inhibitor 2, procasp3 activ 0, CTSL1 counter -4, Efflux pump mplx 0.1, proCasp7 act 3, PP5 primary 0.5 and GASC-1 inh 6.
For CN1C(=O)/C(=C/c2ccc(OCc3ccc(F)cc3)cc2)NC1=S the results were HCV core dimer -14, PP1 inh 0, TPT1 inhibitor 0, procasp3 activ -2, CTSL1 counter 0, Efflux pump mplx 0.0, proCasp7 act 0, PP5 primary 0.7 and GASC-1 inh 9.
